Screening data (PubChem BioAssay)
Pax4 mRNA alpha TC1: Pax4 mRNA upregulation in alpha cells – RT-PCR, mouse alpha TC1 cells, single point, primary screen (AID 1053180). mouse alpha TC1 cells, Pax4 mRNA qPCR, 6 days; hits give high values; 100% = Pax4 plasmid added at qPCR. activation, % at 10 µM. 9,600 compounds, 0.2% hits;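 active = highest normalized replicate activity of 15 or more, or at least half the replicates reach 15 or more; inactive = neither condition met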;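 also: pax4 Ct normalized to GAPDH with activation seen as lower delta delta Ct; plate controls were plate neutral control wells for no effect and Pax4 plasmid positive control for full effect; each compound tested in two replicate wells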
YAP1 CTGF inhibition: YAP1 pathway inhibitors via CTGF transcript, primary screen, DLD1 colon cancer cells, RT-qPCR, single point (AID 743449) | inhibition, % at 12.5 µM | 9,900 compounds, 0.9% hits | DLD1 CTGF mRNA qPCR, 24 h; hits give high values;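 active = mean normalized replicate activity at least 50 and at least half of replicates each reaching 50; inconclusive = only one of the two criteria met; inactive = neither criterion met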;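 also: 0% = neutral control wells and 100% = dasatinib control wells; higher means stronger suppression of CTGF expression like dasatinib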
Numbers without * were called inactive; ? = inconclusive; . = not tested or not shown; & = joins results of further samples.

Compound,Pax4 mRNA alpha TC1,YAP1 CTGF inhibition
O=S(=O)(Cc1ccccc1)N1[C@H](CO)[C@@H](c2ccccc2)C12CN(CCC(F)(F)F)C2,.,-1
O=C(Cc1ccncc1)N1C[C@@H]2N[C@H](C1)C2c1ccc(/C=C/c2ccccc2)cc1 (some centres undefined),0.1&0.0,-50&-33
CNC[C@@H]1OCc2cn(nn2)CCCC(=O)N([C@H](C)CO)C[C@H]1C,0.0,-43
O=C(C[C@H]1C=C[C@@H](NS(=O)(=O)c2ccc(F)cc2)[C@@H](CO)O1)N1CCc2ccccc2C1,0.0,-21
CCC(=O)N1CC2(CCN(C(=O)Cc3ccccc3)CC2)c2c(n(C)c3cc(OC)ccc23)[C@H]1CO,0.0,-16
C[C@@H]1CCCCO[C@H](CN(C)Cc2ccc(Cl)c(Cl)c2)[C@@H](C)CN([C@H](C)CO)C(=O)c2cc(NS(=O)(=O)c3cccs3)ccc2O1,0.0,1
Cc1noc(C)c1NC(=O)N(C)C[C@H]1OCCCC[C@H](C)Oc2ccc(NC(=O)Nc3ccc(C(F)(F)F)cc3)cc2C(=O)N([C@H](C)CO)C[C@@H]1C,0.0,12
C[C@@H]1COCn2nncc2CC[C@H](Cc2cccc(Cl)c2)C(=O)N1,0.1,-12
C[C@H]1CN([C@@H](C)CO)C(=O)Cc2cc(NC(=O)CCN3CCOCC3)ccc2O[C@@H]1CN(C)Cc1ccc(C(=O)O)cc1,0.0,-6
CN(C)C(=O)c1ccc(-c2ccccc2[C@@H]2[C@@H](C#N)N(C(=O)C3CC3)[C@H]2CO)cc1,0.0,-9
C[C@H](CO)N1C[C@H](C)[C@@H](CN(C)CC2CC2)Oc2ccc(NC(=O)CCC(F)(F)F)cc2CC1=O,0.0,-22
CO[C@H]1CN(C)C(=O)c2ccc(NC(=O)c3ccccc3F)cc2OC[C@H](C)N(C)C[C@H]1C,0.0,-16
O=C(C1CCOCC1)N1CC(=O)N2[C@H](C1)[C@H](c1ccc(C#CC3CCCCC3)cc1)[C@@H]2CO,0.0,-1
CN1C(=O)c2cc(NC(=O)c3cnccn3)ccc2OC[C@@H]2O[C@H](CC(=O)NCC3CCCCC3)CC[C@H]21,0.0,1
COc1ccc2c3c([nH]c2c1)[C@@H](CO)N(C(C)=O)CC31CCN(C(=O)Nc2ccc(F)cc2F)CC1,0.0,-10
CCCNC(=O)Nc1ccc2c(c1)OC[C@H](C)N(Cc1cncnc1)C[C@@H](C)[C@H](OC)CN(C)C2=O,0.0,2
CS(=O)(=O)N1CC2(C1)[C@@H](c1ccccc1)[C@@H](CO)N2Cc1ccccc1,.,25
O=C(NCC[C@@H]1CC[C@@H](NC(=O)C2CCOCC2)[C@@H](CO)O1)c1cc(Cl)cc(Cl)c1,0.0,0
CCCC(=O)Nc1ccc2c(c1)C(=O)N(C)[C@H]1CC[C@H](CC(=O)N3CCCCC3)O[C@@H]1CO2,0.0,-1
COc1ccccc1-c1cnc2c(c1)C(=O)N([C@@H](C)CO)C[C@H](C)[C@@H](CN(C)C(=O)CC1CC1)O2,0.0,-10

Next section; it opens with the six that closed the last part.
Compound,Pax4 mRNA alpha TC1,YAP1 CTGF inhibition
COc1ccc2c3c([nH]c2c1)[C@@H](CO)N(C(C)=O)CC31CCN(C(=O)Nc2ccc(F)cc2F)CC1,0.0,-10
CCCNC(=O)Nc1ccc2c(c1)OC[C@H](C)N(Cc1cncnc1)C[C@@H](C)[C@H](OC)CN(C)C2=O,0.0,2
CS(=O)(=O)N1CC2(C1)[C@@H](c1ccccc1)[C@@H](CO)N2Cc1ccccc1,.,25
O=C(NCC[C@@H]1CC[C@@H](NC(=O)C2CCOCC2)[C@@H](CO)O1)c1cc(Cl)cc(Cl)c1,0.0,0
CCCC(=O)Nc1ccc2c(c1)C(=O)N(C)[C@H]1CC[C@H](CC(=O)N3CCCCC3)O[C@@H]1CO2,0.0,-1
COc1ccccc1-c1cnc2c(c1)C(=O)N([C@@H](C)CO)C[C@H](C)[C@@H](CN(C)C(=O)CC1CC1)O2,0.0,-10
CS(=O)(=O)N1CC(=O)N2[C@H](C1)[C@H](c1ccc(C#Cc3ccc(F)cc3)cc1)[C@@H]2CO,0.0,-7
COc1ccc(C(=O)N2C[C@@H]3[C@H](c4ccccc42)[C@@H](CO)N3Cc2ccccc2Cl)cc1,0.0,37
O=C(C[C@H]1CC[C@@H](NC(=O)c2ccc(F)cc2)[C@@H](CO)O1)NCCc1ccccc1,0.0,-15
CN(C)C(=O)c1ccc(-c2ccc(C3[C@@H]4CN(S(=O)(=O)c5ccccc5F)C[C@H]3N4)cc2)cc1 (some centres undefined),0.0,6
C[C@@H]1CCCCO[C@H](CN(C)C(=O)Nc2cccc3ccccc23)[C@H](C)CN([C@@H](C)CO)C(=O)c2cc(NC(=O)CCC(F)(F)F)ccc2O1,0.0,-5
CO[C@@H](CN(C)C(=O)c1ccccc1F)[C@@H](C)CN([C@H](C)CO)S(=O)(=O)c1ccc(F)cc1,0.1,5
N#C[C@H]1[C@@H](c2ccccc2)[C@@H](CO)N1S(=O)(=O)c1cccc(F)c1,0.0,14
CNC[C@@H]1OCCCC[C@@H](C)Oc2ccc(NS(=O)(=O)c3ccc(F)cc3)cc2C(=O)N([C@@H](C)CO)C[C@H]1C,0.0,6
COc1ccc(-c2cnc3c(c2)C(=O)N([C@H](C)CO)C[C@@H](C)[C@@H](CN(C)C(=O)Nc2c(C)noc2C)O3)cc1,1.4,-22
COc1ccc2c3c([nH]c2c1)[C@H](CO)N(C(=O)Nc1ccc(F)cc1)CC31CCN(CC2CCOCC2)CC1,0.0,7
O=S(=O)(c1ccccc1)N1CCCCN2[C@H](CO)[C@H](c3ccc(C#CC4CCCC4)cc3)[C@@H]2C1,0.0,13
O=C(C[C@H]1C[C@@H]2c3cc(NS(=O)(=O)c4ccc(F)cc4)ccc3O[C@@H]2[C@H](CO)O1)NCc1cccnc1,0.0,?
O=C(C[C@H]1CC[C@H](NC(=O)c2cccnc2)[C@H](CO)O1)NCc1ccc(Cl)c(Cl)c1,0.0,16
C[C@@H]1CN([C@H](C)CO)C(=O)CCCn2nncc2CO[C@@H]1CN(C)S(=O)(=O)c1ccc(Oc2ccccc2)nc1,0.0,24
Cc1ccccc1-c1ccccc1[C@@H]1[C@H](C#N)N(C(=O)c2ccc(F)cc2)[C@H]1CO,0.0,-8
CNC(=O)C[C@H]1CC[C@H]2[C@@H](COc3ccc(NC(=O)c4ccccc4F)cc3C(=O)N2C)O1,0.0,-13
COc1ccc(NC(=O)N2C[C@H](O)COC[C@@H]3O[C@@H](CC(=O)NCc4ccncn4)CC[C@H]32)cc1,0.0,-2
CO[C@H]1CN(C)C(=O)c2ccc(NC(=O)c3cccc(F)c3)cc2OC[C@H](C)NC[C@@H]1C,0.0,-29
O=C(NC1CCCCC1)N1CC2(C1)[C@H](c1ccccc1)[C@H](CO)N2S(=O)(=O)Cc1ccccc1,.,-3
CO[C@@H]1CN(C)C(=O)c2cc(NC(=O)c3cccc(F)c3)ccc2OC[C@@H](C)N(C)C[C@@H]1C,0.0,14
COc1ccccc1CNC(=O)C[C@H]1C[C@@H]2c3cc(NC(=O)C4CCC4)ccc3O[C@@H]2[C@@H](CO)O1,0.0,29
COc1ccc(S(=O)(=O)Nc2ccc3c(c2)C(=O)N([C@@H](C)CO)C[C@@H](C)[C@@H](CN(C)C(=O)Nc2c(C)noc2C)OCCCC[C@@H](C)O3)cc1,0.0,-14
CS(=O)(=O)N1CC(=O)N2[C@@H](CO)[C@H](c3ccc(C#Cc4ccc(F)cc4)cc3)[C@@H]2C1,0.0,33
CN1C(=O)c2cc(NC(=O)c3cccc(F)c3)ccc2OC[C@H]2O[C@H](CC(=O)NCC3CCCCC3)CC[C@H]21,0.0&0.0,21&30
COCC(=O)Nc1ccc2c(c1)[C@H]1C[C@@H](CC(=O)N[C@@H](C)c3ccccc3)O[C@@H](CO)[C@H]1O2,0.0,-11
CC(C)[C@H]1C(=O)N[C@H](c2cccc(Cl)c2)CC=CC[C@@H](C)Oc2ccccc2C(=O)N1C (mixture of isomers),0.3,?
CO[C@@H]1CN(C)C(=O)c2cc(NS(C)(=O)=O)ccc2OC[C@@H](C)N(Cc2cncnc2)C[C@@H]1C,0.0,3
C[C@H](O)C#Cc1ccc([C@H]2[C@@H](CO)N3CCCCN(CC4CC4)C[C@H]23)cc1,0.0,10
CNC[C@H]1Oc2ccc(NC(=O)CCC(F)(F)F)cc2C(=O)N([C@@H](C)CO)C[C@@H]1C,0.0,-7
CS(=O)(=O)Nc1ccc2c(c1)[C@H]1C[C@@H](CC(=O)NCCc3ccccc3)O[C@@H](CO)[C@H]1O2,0.0,-25
O=C(C[C@H]1CC[C@@H]2[C@H](COC[C@@H](O)CN2C(=O)c2cnccn2)O1)N1CCN(c2ccccc2)CC1,0.0,-23
C/C=C/c1ccc([C@H]2[C@@H](CO)N(C(=O)C3CCC3)C23CN(C(=O)NC(C)C)C3)cc1,.,-7
CS(=O)(=O)N1CC(=O)N2[C@H](C1)[C@H](c1ccc(Br)cc1)[C@@H]2CO,0.0,-10
C(=C\c1ccc(C2[C@@H]3CN(Cc4nccs4)C[C@H]2N3)cc1)/c1ccccc1 (some centres undefined),0.1&0.7,-54&-116
CCS(=O)(=O)N1[C@H](CO)[C@H](c2ccc(C#Cc3ccccc3F)cc2)[C@@H]1C#N,0.0,-10
O=C(C[C@H]1C[C@@H]2c3cc(NC(=O)C4CCOCC4)ccc3O[C@@H]2[C@@H](CO)O1)NCCN1CCCCC1,0.0,24
C[C@H]1CN([C@@H](C)CO)C(=O)CCCn2cc(nn2)CO[C@@H]1CN(C)S(=O)(=O)c1ccc(-n2cccn2)cc1,0.0,6
C[C@H](CO)N1C[C@H](C)[C@H](CN(C)Cc2ccc3c(c2)OCO3)Oc2c(NC(=O)c3ccncc3)cccc2C1=O,0.0,3
Cc1noc(C)c1S(=O)(=O)Nc1ccc2c(c1)C(=O)N([C@H](C)CO)C[C@H](C)[C@H](CN(C)C(=O)NC1CCCCC1)O2,0.0,-3
C[C@H]1CN([C@@H](C)CO)C(=O)CCCn2nncc2CO[C@H]1CN(C)S(=O)(=O)c1ccc(Oc2ccccc2)nc1,0.0,?

More entries follow.
Second line of a record: Pax4 mRNA alpha TC1	YAP1 CTGF inhibition
- O=C(c1cccnc1)N1CC(=O)N2[C@H](CO)[C@@H](c3ccc(-c4ccccc4F)cc3)[C@@H]2C1
  0.0	-4
- O=C(C[C@H]1C=C[C@@H](NC(=O)Cc2cccnc2)[C@H](CO)O1)NCc1ccc2c(c1)OCO2
  0.0	-25
- CCCC(=O)Nc1ccc2c(c1)C(=O)N(C)C[C@@H](OC)[C@H](C)CN(Cc1ccc(F)cc1)[C@@H](C)CO2
  0.0	0
- COc1ccc2c3c([nH]c2c1)[C@@H](CO)N(C(=O)Nc1ccc(F)cc1)CC31CCN(C(=O)c2ccccc2F)CC1
  0.1	26
- CN1C(=O)c2cc(NC(=O)c3cccc(F)c3)ccc2OC[C@@H]2O[C@@H](CC(=O)NCc3ccccc3Cl)CC[C@H]21
  0.0	0
- OC[C@@H]1[C@H](c2ccc(Br)cc2)[C@H]2CNCCCCN12
  0.0	0
- CCCC(=O)N1CC2(C1)CN(C(=O)c1ccc(F)cc1)[C@@H](CO)c1[nH]c3cc(OC)ccc3c12
  0.0	7
- COc1ccc2c3c(n(C)c2c1)[C@@H](CO)N(C(=O)c1ccncc1)CC31CCN(CC2CC2)CC1
  0.0	10
- O=C(CN1CCOCC1)N1CC2(C1)[C@@H](c1ccccc1)[C@@H](CO)N2Cc1cccc(F)c1
  .	5
- COc1ccc(S(=O)(=O)Nc2ccc3c(c2)CC(=O)N([C@@H](C)CO)C[C@H](C)[C@@H](CN(C)C(=O)Nc2c(C)noc2C)O3)cc1
  0.0	14
- C[C@@H]1CCCCO[C@@H](CN(C)Cc2ccc(C(=O)O)cc2)[C@@H](C)CN([C@H](C)CO)C(=O)c2cc(N(C)C)ccc2O1
  0.0	-1
- COc1ccc(S(=O)(=O)Nc2ccc3c(c2)CC(=O)N([C@H](C)CO)C[C@@H](C)[C@@H](CN(C)Cc2ccc(C(=O)Nc4ccccc4N)cc2)O3)cc1
  0.0	-221
- C[C@@H]1CN([C@@H](C)CO)C(=O)c2cc(NS(=O)(=O)c3cn(C)cn3)ccc2O[C@@H]1CN(C)C(=O)Nc1cccc2ccccc12
  0.0	8
- C[C@@H]1CN([C@H](C)CO)C(=O)c2cc(C3=CCCC3)cnc2O[C@H]1CN(C)C(=O)Nc1ccc(C(F)(F)F)cc1
  0.1	8
- COc1ccccc1-c1ccc([C@@H]2[C@H](C#N)N[C@H]2CO)cc1
  0.0	3
- COCC#Cc1ccc([C@H]2[C@@H](CO)N3CCCCN(C(=O)NC4CCCC4)C[C@H]23)cc1
  0.0	10
- CCC(=O)N1CC(=O)N2[C@H](CO)[C@@H](c3ccc(-c4ccc(C#N)cc4)cc3)[C@@H]2C1
  0.0	-17

Not all compounds are listed, so the mix of outcomes need not match the whole.
